# Screening data from PubChem.
# D1 antag: Antagonist of Human D 1 Dopamine Receptor: qHTS. D(1A) dopamine receptor (Homo sapiens), P21728. HEK293 TREx D1 cells, calcium flux, dopamine EC80; stronger effect = lower value. activity change, negative = inhibition, % at 10 µM. actives 3.2% (n = 360,000); in the data active = activity change below about -30%; note: % is set by controls: 0 for no effect and ±100 for the full control effect
# Target sequence (P21728 whole entry, looked up): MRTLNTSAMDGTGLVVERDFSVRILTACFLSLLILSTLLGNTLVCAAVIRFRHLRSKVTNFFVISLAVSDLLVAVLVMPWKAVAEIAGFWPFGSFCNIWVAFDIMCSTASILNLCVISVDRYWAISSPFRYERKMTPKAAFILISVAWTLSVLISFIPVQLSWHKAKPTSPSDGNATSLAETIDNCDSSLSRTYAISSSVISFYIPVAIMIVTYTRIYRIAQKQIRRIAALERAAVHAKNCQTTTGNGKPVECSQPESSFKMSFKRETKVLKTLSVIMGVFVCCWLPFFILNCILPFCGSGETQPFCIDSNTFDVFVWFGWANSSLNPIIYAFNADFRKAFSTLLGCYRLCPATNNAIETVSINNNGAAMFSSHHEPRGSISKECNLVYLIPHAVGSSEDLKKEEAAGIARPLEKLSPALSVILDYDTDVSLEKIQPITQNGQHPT
#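 HEK293 T-REx cells expressing inducible, force-coupled D1 receptor; no-wash Ca dye, 30–90 min RT. Cmpd → 180 s read at 1 Hz → EC80 DA → 180 s read.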
# LDHA inh: qHTS assay for inhibitors of human lactate dehydrogenase. L-lactate dehydrogenase A chain (Homo sapiens), P00338. purified LDHA, NADH/diaphorase-resazurin fluorescence; stronger effect = lower value. activity change, % (values are at about 110 or 230 µM). actives 0.15% (n = 480,000); in the data active = activity change below about -30%; inconclusive = mostly about -25% to -30%;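 note: plate controls were DMSO wells for no effect and wells without enzyme for full effect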
#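 LDH5 2 nM; NADH 0.06 mM, pyruvate 0.2 mM; 200 mM Tris pH 7.4, EDTA, Tween-20; 5 min RT. Detection: diaphorase 0.133 mg/mL + resazurin 37 µM, fluorescence ex540/em590 at 0 and 20 min; normalized to enzyme-free and DMSO wells.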
# RXFP1 agonist: qHTS Assay for Agonists of the Relaxin Receptor RXFP1. Relaxin receptor 1 (Homo sapiens), Q9HBX9. HEK293T-RXFP1 cAMP TR-FRET, 30 min; response scale: percent of porcine relaxin response, buffer zero. Potency, µM (highest dose often 57.5 µM), for inactives: at the highest dose activation, usual class: activators. actives 0.3% (n = 370,000). AID 2676, 2010; note: potency is the fitted concentration of half-maximal effect; % is set by controls: 0 for no effect and ±100 for the full control effect; nearly all actives have a fitted effect of over 60% in size; many of its hits are not listed in these tables
#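 HEK293 cells stably expressing RXFP1, treated 30 min at 37C with compounds plus PDE4 inhibitor Ro 20174; cAMP measured by HTRF TR-FRET. Normalized to buffer and 29 nM porcine relaxin; EC50 by Hill fit.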
# GRP78 ERSR act: qHTS for Inducers of the Endoplasmic Reticulum Stress Response (ERSR) in Human Glioma: qHTS. U87-MG GRP78 promoter luciferase reporter, 16 h. actives 0.02% (n = 420,000). Potency, µM, for inactives: at the highest dose activation, usual class: activators. AID 602332, 2012; note: potency is the fitted concentration of half-maximal effect; series mostly up to about 76 µM; % of control where 0% means no effect; nearly all actives have a fitted effect of over 35% in size
#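 ERSR induction read as luciferase luminescence (Bright-Glo, 10 min at room temperature) in stably transfected human U87-MG glioma cells exposed to compounds for 16 h, using GRP78 as sensor.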
# Vif-A3F inh: qHTS for Inhibitors of Vif-A3F Interactions: qHTS | HeLa A3F-eYFP + Vif (tagged APOBEC3F with the HIV-1 protein that degrades it), YFP fluorescence increase | Potency, µM (highest dose often 46.1 µM), for the others: at the highest dose activity, negative = active | actives 0.2% (n = 390,000) | AID 602313, 2012; note: potency is the fitted concentration of half-maximal effect; % of control where 0% means no effect; nearly all actives have a fitted effect of over 65% in size
#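 HeLa cells stably expressing A3F-eYFP plus Vif, plated and incubated overnight at 37 deg C, then exposed to compounds overnight at 37 deg C. Blocked degradation read as raised yellow fluorescence (Ex 488/Em 500-530).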
# Vif-APOBEC3G blk: qHTS for Inhibitors of Vif-A3G Interactions: qHTS | AID 602310, 2012 | Potency, µM (titrated, usually from 46.1 µM), inactives show at the top dose activity, negative = active, actives largely listed as inhibitors | DNA dC->dU-editing enzyme APOBEC-3G (Homo sapiens), Q9HC16 | HeLa A3G-eYFP + Vif (tagged APOBEC3G with the HIV-1 protein that degrades it), YFP fluorescence, overnight | actives 0.076% (n = 410,000);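 note: potency is the fitted concentration of half-maximal effect; % is set by controls: 0 for no effect and ±100 for the full control effect; nearly all actives have a fitted effect of over 60% in size; hits raise eYFP signal because A3G escapes Vif-driven loss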
# Target sequence (Q9HC16 whole entry, looked up): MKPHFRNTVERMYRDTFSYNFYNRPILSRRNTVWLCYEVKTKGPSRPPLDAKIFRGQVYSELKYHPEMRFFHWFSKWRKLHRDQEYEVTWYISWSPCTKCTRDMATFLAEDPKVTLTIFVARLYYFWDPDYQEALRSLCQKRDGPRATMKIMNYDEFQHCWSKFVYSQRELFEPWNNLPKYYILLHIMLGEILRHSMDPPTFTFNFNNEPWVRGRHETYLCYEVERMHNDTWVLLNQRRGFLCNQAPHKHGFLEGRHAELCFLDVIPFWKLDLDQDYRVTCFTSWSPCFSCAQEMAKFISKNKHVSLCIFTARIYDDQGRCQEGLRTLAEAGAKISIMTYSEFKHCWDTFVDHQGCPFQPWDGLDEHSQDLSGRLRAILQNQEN
#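 HeLa cells stably expressing Vif and C-terminally eYFP-tagged A3G, seeded overnight at 37 deg C, then exposed to compound by pintool overnight at 37 deg C. Rise in yellow fluorescence (Ex 488/Em 500-530, Acumen) marks blocked Vif-driven A3G degradation.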
# D2 potentiator: HTS Assay for Positive Allosteric Modulators of the Human D2 Dopamine Receptor: Primary Screen for Potentiators | D(2) dopamine receptor (Homo sapiens), P14416 | HEK293 T-REx D2, calcium flux, EC20 dopamine potentiation | potentiation, % at 10 µM | actives 0.34% (n = 340,000) | AID 485347, 2010;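 active = potentiation over 3 SD above the plate norm, cut at about 30% in these data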; note: 0% is about no effect
#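 Using a no-wash calcium dye in inducible, force-coupled HEK293 Trex cells expressing D2, we tracked fluorescence each second for 180 s after compound, then for 180 s after EC20 dopamine to detect augmented signalling.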
# D1 ag: Allosteric Agonists of the Human D1 Dopamine Receptor: qHTS | activation, % at 2 µM | HEK293 T-REx D1 cells, calcium flux, agonist mode | actives 1% (n = 360,000) | D(1A) dopamine receptor (Homo sapiens), P21728; in the data active = activation above about 30%; note: 0% is about no effect
#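 Agonism was scored from calcium flux recorded over 180 s (1 read/s) after pintool compound addition, following a 10-cycle baseline. Cells were inducible force-coupled HEK293 TREx D1, plated overnight at 30 C and loaded with no-wash calcium dye.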
# D1 potentiator: Potentiators of Human D1 Dopamine Receptor: qHTS; HEK293 TREx D1 cells, calcium flux, dopamine EC20 potentiation; D(1A) dopamine receptor (Homo sapiens), P21728; AID 504651, 2011; actives 0.036% (n = 360,000); potentiation, % at 10 µM; in the data active = potentiation above about 30%; note: 0% is about no effect
# Starred values were filed as active, the others as inactive; ? = inconclusive; . = no result given; & = joins results of further samples. Unless noted, calls come from the whole dose curve; as a rule, active = well fitted curve in the direction sought with a large enough effect; inconclusive = small, poorly fitted or top-dose-only effect, or another doubt; inactive = no such curve, though single readings can be large; an effect the other way counts as inactive or inconclusive. The list is partial; the hit share may differ from the screen's.
SMILES,D1 antag,LDHA inh,RXFP1 agonist,GRP78 ERSR act,Vif-A3F inh,Vif-APOBEC3G blk,D2 potentiator,D1 ag,D1 potentiator
COc1ccc(C(=O)NCC2OCCc3ccccc32)cc1OC (configuration not stated),-3,-9,1.2%,0%,1%,1%,-4,6,-3
CCS(=O)(=O)c1nc(S(=O)(=O)c2ccc(C)cc2)c(NCc2ccc(Cl)cc2)s1,-5,-4,-3.7%,-4%,1%,5%,8,9,-3
O=C(O)/C=C/c1cn(-c2ccccc2)nc1-c1ccc(-c2ccc([N+](=O)[O-])cc2)o1,-6,2,11%,-5%,4%,1%,-9,20,0
COc1cc(CCC(=O)NC2(C)CCS(=O)(=O)C2)cc(OC)c1OC (configuration not stated),3,0,-1.4%,-3%,4%,2%,-7,5,16
CN(C)S(=O)(=O)Nc1cc(Cl)cc(Cl)c1,7,-5,-1.1%,-3%,-9%,-2%,6,1,-4
O=C(Cn1c(NCCCO)nc2ccccc21)c1ccc(F)cc1,0,1,1.1%,-3%,4%,-4%,-14,4,3
O=C(Nc1sc2c(c1C(=O)N1CCOCC1)CCCCC2)c1cccnc1,17,0,-0.7%,2%,-3%,0%,2,1,-1
COc1ccc(-n2ncc3c2CC(C)(C)CC3NC(=O)CCN2CCCCC2=O)cc1 (configuration not stated),-6,-1,-1.9%,1%,3%,5%,-4,4,2
O=C(NC1CCCC1)c1cccc2c1C(=O)c1ccc(N3CCCCC3)cc1S2(=O)=O,17,-17,0.6%,-3%,-22%,-24%,37*,6,-4
C[n+]1cc2c3c(ccc2c2ccc4cc5c(cc4c21)OCO5)OCO3,12,20&18&34,.,-15%&-13%&-11%&-11%,.,?,.,0,1
Cc1c(NC(=O)CSc2nc3ccccc3c(=O)n2C(C)C)c(=O)n(-c2ccccc2)n1C,-26,0,-0.9%,-4%,-5%,-7%,9,1,-4
N#CCCN(Cc1cccnc1)C(=S)NC(=O)c1ccco1,0,-7,0.0%,-5%,10%,-1%,3,5,1

# Some values from the entries so far:
# O=C(Nc1sc2c(c1C(=O)N1CCOCC1)CCCCC2)c1cccnc1 | Vif-APOBEC3G blk = 0%
# COc1ccc(C(=O)NCC2OCCc3ccccc32)cc1OC (configuration not stated) | D1 antag = -3

# Further structures
SMILES,D1 antag,LDHA inh,RXFP1 agonist,GRP78 ERSR act,Vif-A3F inh,Vif-APOBEC3G blk,D2 potentiator,D1 ag,D1 potentiator
COc1ccccc1Cc1noc(COc2cccc(C)c2C)n1,-78*,4,-0.4%,1%,-2%,-2%,.,14,-6
CCOC(=O)c1cc2ccc(OC)cc2oc1=O,14,-7,5.1%,-2%,-2%,3%,2,0,-1
CC(O)CNCc1ccc(Cl)cc1Cl (configuration not stated),16,-5,0.3%,-3%,?,-7%,18,5,-2
Cn1c(C(=O)N2CCCC2)cc2c(=O)n(C)c3ccccc3c21,-2,-2,2.1%,5%,-5%,-1%,8,1,0
N#CCc1c(C#N)c(N)nc(N2CCCC(CO)C2)c1C#N (configuration not stated),4,8,5.7%,2%,-3%,0%,-4,0,-2
Oc1c(CN2CCOCC2)cc(COCc2ccccc2)c2cccnc12,5,10,-1.5%,-2%,?,-10%,12,1,3
COc1ccc(S(=O)(=O)N2CCCCCC2)cc1N(C)S(=O)(=O)c1ccc(Cl)cc1,-23,3,-0.1%,0%,0%,2%,.,5,3
O=C(CN(CC1CCCO1)C(=O)CNS(=O)(=O)c1ccc(Cl)cc1)NCc1ccccc1 (configuration not stated),-2,-2,7.7%,-6%,13%,0%,3,2,-8
COc1cccc(OC(=O)N2CCOCC2)c1,7,-7,3.3%,-2%,-4%,1%,-10,6,-6
CC1=C(c2ccc(F)cc2)S(=O)(=O)N=C1N1CCC(C(=O)NCCc2ccccc2C)CC1,-5,-5,2.7%,.,.,.,9,0,-2
O=C(COC(=O)C1COc2ccccc2O1)NC(=O)NC1CCCC1 (configuration not stated),-2,-2&0,-1.1%,2%,-1%,1%,-4,0,-3
CCN(CC)C(=O)CSc1nc2ccc(NC(=O)CSc3nnc(N)s3)cc2s1,7,-1,0.2%,-7%,-11%,-8%,7,1,5
N=C1C(c2nc3ccccc3s2)=C(O)CN1NC(=O)c1ccc([N+](=O)[O-])cc1,1,-6,0.8%,?,4%,?,4,20,-1
Cc1ccc2nc(SCC(=O)N3CCOCC3)[nH]c2c1,-12,-7,1.5%,-9%,2%,-3%,18,0,2
Cc1ccc2oc(=O)cc(CN3CCCCC3)c2c1,9,0&-2,0.2%,-3%,?,2%,-3,0,-6
C=CCN(c1ccc(C(=O)Nc2ccc3c(c2)OCO3)cc1)S(C)(=O)=O,-6,3,0.1%,-2%,-10%,3%,-10,2,-4
CC(C)C(=O)NC(=S)Nc1ccc(S(=O)(=O)N2CCCC2)cc1,6,-4,-0.8%,-2%,-1%,0%,-7,11,-8
O=C(N/C(=C/c1ccc(Cl)cc1)c1nc2ccccc2[nH]1)c1ccco1,-16,-8,2.7%,-5%,0%,-9%,-3,0,-9
COc1ccc(-c2c(C)nc3c(-c4ccsc4)cnn3c2N)cc1,16,-6,4.7%,3%,-5%,1%,-9,5,6
COc1cccc(N2CCN(c3ncnc4c3[nH]c3ccc(F)cc34)CC2C)c1 (configuration not stated),-35*,-4,5.4%,-15%,-5%,-15%,-2,11,-8
Cc1ccc(C(=O)NCC(c2ccc3c(c2)OCO3)N2CCN(c3ccc(F)cc3)CC2)cc1 (configuration not stated),-10,0,-0.2%,-1%,1%,3%,-7,1,2
COc1ccc(C(=O)Nc2cc(-c3ccccc3)nn2-c2ccccc2)cc1,11,-2,0.2%,0%,-4%,1%,12,5,-1
Cc1cccc(CC(=O)N2CCC(N3CCC(C(=O)N4CCOCC4)CC3)CC2)c1,8,-3,2.5%,-4%,-18%,-1%,9,3,-4
Cc1c(C(=O)N2CCC2)oc2ccc(Br)cc12,1,-4,2.2%,3%,1%,1%,-5,2,-2

# Five compounds drawn at random from those above:
SMILES,D1 antag,LDHA inh,RXFP1 agonist,GRP78 ERSR act,Vif-A3F inh,Vif-APOBEC3G blk,D2 potentiator,D1 ag,D1 potentiator
Cc1cccc(CC(=O)N2CCC(N3CCC(C(=O)N4CCOCC4)CC3)CC2)c1,8,-3,2.5%,-4%,-18%,-1%,9,3,-4
Cc1ccc2nc(SCC(=O)N3CCOCC3)[nH]c2c1,-12,-7,1.5%,-9%,2%,-3%,18,0,2
COc1ccc(-c2c(C)nc3c(-c4ccsc4)cnn3c2N)cc1,16,-6,4.7%,3%,-5%,1%,-9,5,6
COc1ccc(C(=O)Nc2cc(-c3ccccc3)nn2-c2ccccc2)cc1,11,-2,0.2%,0%,-4%,1%,12,5,-1
N=C1C(c2nc3ccccc3s2)=C(O)CN1NC(=O)c1ccc([N+](=O)[O-])cc1,1,-6,0.8%,?,4%,?,4,20,-1

# Further compounds
SMILES,D1 antag,LDHA inh,RXFP1 agonist,GRP78 ERSR act,Vif-A3F inh,Vif-APOBEC3G blk,D2 potentiator,D1 ag,D1 potentiator
CCOc1ccc(/C=C/C(=O)OCC(=O)Nc2cccc(S(=O)(=O)N3CCCC3)c2)cc1,-21,-4,0.2%,5%,2%,-8%,5,16,.
CCOC(=O)c1[nH]c2ccccc2c1NC(=S)Nc1cc(C)ccc1C,8,-3,4.6%,-3%,-9%,-7%,2,14,-2
Cc1cccc(CNC(=O)C2CCC(=O)N(C3CCCCCC3)C2)c1 (configuration not stated),-23,0,1.5%,5%,-2%,3%,1,0,-3
COc1cccc(NC(=O)CN(C)CC(=O)NC(C)c2ccccc2)c1 (configuration not stated),-10,2,1.4%,-4%,-12%,2%,-1,2,0
CCOC(=O)C1CCN(c2nnc(N3CCCC3=O)s2)CC1,-9,0,0.3%,5%,0%,2%,3,2,1
CCOC(=O)NN1C(=O)c2ccccc2NC1c1ccccn1 (configuration not stated),-30*,-7,1.8%,-6%,0%,2%,.,3,-3
COc1cccc(NC(=O)C2CCN(S(=O)(=O)c3ccc(N4CCCC4=O)cc3)CC2)c1,.,-8,.,1%,3%,0%,.,.,.
Cc1ccc(-c2nc(CSCC(=O)NCC3CCCO3)c(C)o2)cc1 (configuration not stated),-10,-3,2.5%,7%,0%,11%,-6,-1,4
CC(=O)c1c(C)n(C)c2ccc(OC(=O)c3ccc([N+](=O)[O-])cc3)cc12,-1,1,-0.1%,-4%,-6%,5%,1,6,1
CN=C(C)/C(C(=O)OC)=C(/O)c1c(F)cccc1F,-3,-4,0.7%,-5%,10%,2%,-6,1,2
O=S(=O)(NCCc1csc2nc(-c3ccc(F)cc3)nn12)c1ccc(Br)cc1,.,-6,0.3%,-3%,1%,0%,-4,7,-3
COc1ccc(C2CCCCCN2C(=O)C2CCN(S(=O)(=O)c3cccc(C(C)=O)c3)CC2)cc1 (configuration not stated),.,-11,.,1%,6%,-21%,.,.,.
